Screening results from PubChem.
Mtb BioA inh = M. tuberculosis BioA enzyme inhibitors, primary screen, biochemical, plate reader, single point, HTS. inhibition, % at 9.99 µM. 360,000 tested, 0.096% active. 7,8-diaminopelargonic acid synthase BioA (Mycobacterium tuberculosis). AID 602481, 2012. purified M. tuberculosis BioA enzyme; in the data active = inhibition above about 40%; inconclusive = no clear call, values can overlap the other calls
FadD28 binding = inhibitors of FadD28 bisubstrate probe binding, primary screen, biochemical, fluorescence polarization, single point; AID 588549, 2011; inhibition, % at 12.5 µM; 360,000 tested, 0.22% active; Mycobacterium tuberculosis FadD28 fatty-acid-AMP ligase; in the data active = inhibition above about 8.5%, passing the limit was not always enough; inconclusive = no clear call, values can overlap the other calls
Mtb UGM inh = M. tuberculosis UGM enzyme inhibitors, primary screen, biochemical, fluorescence polarization, single point | UDP-galactopyranose mutase (Mycobacterium tuberculosis (strain ATCC 25618 / H37Rv)), … | purified UGM, fluorescence polarization probe displacement | inhibition, % at 10 µM | 320,000 tested, 0.06% active; in the data active = inhibition above about 10%, passing the limit was not always enough; inconclusive = no clear call, values can overlap the other calls
Target sequence (P9WIQ1 whole entry, looked up): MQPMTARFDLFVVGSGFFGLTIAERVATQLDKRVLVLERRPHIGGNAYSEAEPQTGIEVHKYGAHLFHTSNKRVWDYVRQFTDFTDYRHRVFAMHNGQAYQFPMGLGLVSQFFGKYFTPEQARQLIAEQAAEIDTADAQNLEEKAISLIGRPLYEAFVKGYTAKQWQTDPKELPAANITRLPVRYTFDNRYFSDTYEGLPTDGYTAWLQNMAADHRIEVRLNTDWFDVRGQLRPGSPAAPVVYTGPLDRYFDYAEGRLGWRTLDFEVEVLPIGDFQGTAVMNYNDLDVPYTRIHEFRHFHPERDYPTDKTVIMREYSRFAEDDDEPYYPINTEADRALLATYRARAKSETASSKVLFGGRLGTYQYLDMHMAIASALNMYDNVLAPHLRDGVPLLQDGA
BoNT-A LC inh2 = BoNT/A light chain protease inhibitors, primary screen, biochemical, flow cytometry, MLPCN library. multiplex microsphere protease substrate cleavage. inhibition, % at 10 µM. 360,000 tested, 0.17% active. AID 588499, 2011; in the data active = inhibition above about 30%; inconclusive = no clear call, values can overlap the other calls; also: plate controls were buffer without enzyme for full effect and enzyme alone for no effect
CCHFV vOTU inh = CCHFV vOTU protease inhibitors, primary screen, biochemical, Pep-AMC substrate, fluorescence. Crimean-Congo hemorrhagic fever virus L polyprotein viral ovarian tumor (vOTU) protease …. inhibition, % at 11.5 µM. 370,000 tested, 0.55% active; also: 0% = vehicle wells with enzyme and 100% = no enzyme wells
PrPC TRFRET = inhibitors of human cell surface prion protein PrPC, primary screen, cell-based, TR-FRET; TR-FRET read-out; inhibition, % at 13.8 µM; 370,000 tested, 0.43% active; AID 720596, 2013; in the data active = inhibition above about 24%; also: 0% = median of the test wells and 100% = reference compound wells
Mtb FBA inh = Mtb FBA enzyme inhibitors, primary screen, biochemical, fluorescence, strain H37Rv | Fructose-bisphosphate aldolase (Mycobacterium tuberculosis (strain ATCC 25618 / H37Rv)), … | purified M. tuberculosis FBA, fluorescence read-out | inhibition, % at 1 µM | 360,000 tested, 2.3% active; in the data active = inhibition above about 27%;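 also: 0% = vehicle and 100% = reference inhibitor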
Target sequence (P9WQA3 whole entry, looked up): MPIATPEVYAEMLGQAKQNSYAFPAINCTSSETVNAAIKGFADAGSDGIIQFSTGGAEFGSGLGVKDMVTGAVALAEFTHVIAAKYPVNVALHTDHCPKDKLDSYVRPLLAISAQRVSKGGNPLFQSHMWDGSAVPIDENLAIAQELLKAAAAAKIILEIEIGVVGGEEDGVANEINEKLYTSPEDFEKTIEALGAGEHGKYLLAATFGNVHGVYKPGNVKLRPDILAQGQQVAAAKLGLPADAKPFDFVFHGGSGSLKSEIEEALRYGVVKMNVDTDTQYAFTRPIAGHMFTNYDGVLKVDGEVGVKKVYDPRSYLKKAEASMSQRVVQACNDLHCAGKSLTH
GDH-TPI counter = GDH-TPI coupling enzyme inhibitors, primary screen, artefact control for M. tuberculosis FBA inhibitor project, biochemical, absorbance, full deck; AID 588335, 2011; 360,000 tested, 1.2% active; inhibition, % at 4.8 µM; GDH-TPI coupled enzyme counterscreen, NADH absorbance;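 also: 0% = DMSO wells and 100% = wells lacking the enzyme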
BoNT-F LC inh = BoNT/F light chain protease inhibitors, primary screen, biochemical, flow cytometry, MLPCN library; Multiplex microsphere protease cleavage assay; inhibition, % at 10 µM; 360,000 tested, 0.22% active; in the data active = inhibition above about 35%, passing the limit was not always enough; inconclusive = no clear call, values can overlap the other calls; also: plate controls were buffer without enzyme for full effect and enzyme alone for no effect
An asterisk follows results filed as active; ? = inconclusive; . = no result given. Rule as the data show it, unless noted: active = inhibition above about 30%; inactive = the rest. Rows were taken by chance; about 4.8% have a hit in one of these screens.

SMILES | Mtb BioA inh | FadD28 binding | Mtb UGM inh | BoNT-A LC inh2 | CCHFV vOTU inh | PrPC TRFRET | Mtb FBA inh | GDH-TPI counter | BoNT-F LC inh
CN(C)CC(=O)c1c[nH]c2ccccc12 | -0.2 | -3.8 | -0.2 | 0.3 | 14 | -2 | 1 | -6 | 15
N#Cc1cc([N+](=O)[O-])ccc1NCCN1CCOCC1 | . | -1.5 | -1.5 | 0.7 | 3 | -14 | -2 | 15 | 2
COC(=O)c1sccc1NC(=O)CC1NCCNC1=O (stereo not drawn) | . | -2.6 | 1.4 | -0.8 | -15 | 6 | 0 | -1 | 0
COc1ccc(N(CC(=O)NCc2ccc3c(c2)OCO3)C(=O)CCC(=O)Nc2ccccn2)cc1 | . | -3.9 | 7.3 | 0.3 | 4 | -3 | 1 | -6 | -2
O=C(CSc1nc2ncccc2[nH]1)c1cccc([N+](=O)[O-])c1 | 9.1 | -5.2 | -0.6 | 0.8 | -4 | -8 | -3 | 2 | 5
CC(Oc1coc(CN2CCN(C(=O)c3ccco3)CC2)cc1=O)c1ccccc1 (stereo not drawn) | -0.2 | -1.1 | -0.5 | 0.4 | 3 | -5 | -2 | 5 | -10
COCCNC(=O)CSc1nc2ccccc2c(=O)n1-c1cccc(OC)c1 | . | -3.9 | . | -4.4 | 3 | -6 | -5 | -14 | -6
CCN(CC)S(=O)(=O)c1ccc(C(=O)OCC(=O)Nc2sc3c(c2C#N)CCCCC3)cc1 | . | -3.1 | 0.5 | 0.5 | -7 | 7 | 1 | 1 | 0
COCCCNc1nc2c(-c3cccc(C)c3)nnn2c2ccc(Cl)cc12 | 0.6 | 0.7 | 3.4 | 0.3 | -13 | -3 | 4 | -1 | -4
CC1(C)Cc2ccccc2-c2nnc(SCc3ccc(C#N)cc3)n21 | 25 | -11 | -3.0 | -0.3 | 2 | 11 | 1 | -1 | 7
CCOCCCNC(=O)C1CCC(=O)N1CCc1ccccc1 (stereo not drawn) | -1.7 | 0.2 | -0.1 | 0.4 | 10 | 0 | 2 | 10 | 5
C[C@]12c3[nH]c4cc(-c5ccco5)ccc4c3CCN1C(=O)[C@@H](CC(=O)NCCC1=CCCCC1)C[C@@H]2C(=O)N1CCCCC1 | -0.3 | -8.8 | . | 0.1 | 6 | 0 | 10 | 11 | 2
CCN(C(=O)COC(=O)C(O)(c1ccccc1)c1ccccc1)c1c(N)n(Cc2ccccc2)c(=O)[nH]c1=O | 0.8 | -2.6 | . | 3.4 | 4 | -4 | 0 | -5 | 11
CC(C)Oc1ccc(/C(O)=C2/C(=O)C(=O)N(CCN3CCNCC3)C2c2cccc([N+](=O)[O-])c2)cc1 (stereo not drawn) | 2.3 | 0.1 | 4.3 | -4.1 | 5 | -21 | 3 | 28 | -12
CC1CN(C(=O)Cn2cc(S(=O)(=O)CC(=O)N3CCOCC3)c3ccccc32)CC(C)O1 (stereo not drawn) | 0.3 | -2.0 | -1.4 | 0.9 | . | . | -2 | -7 | -3

The closing two records of the section before come first, to join the parts:
SMILES | Mtb BioA inh | FadD28 binding | Mtb UGM inh | BoNT-A LC inh2 | CCHFV vOTU inh | PrPC TRFRET | Mtb FBA inh | GDH-TPI counter | BoNT-F LC inh
CC(C)Oc1ccc(/C(O)=C2/C(=O)C(=O)N(CCN3CCNCC3)C2c2cccc([N+](=O)[O-])c2)cc1 (stereo not drawn) | 2.3 | 0.1 | 4.3 | -4.1 | 5 | -21 | 3 | 28 | -12
CC1CN(C(=O)Cn2cc(S(=O)(=O)CC(=O)N3CCOCC3)c3ccccc32)CC(C)O1 (stereo not drawn) | 0.3 | -2.0 | -1.4 | 0.9 | . | . | -2 | -7 | -3
Nc1nc(SCc2ccccc2)c2[nH]cnc2n1 | -0.5 | . | -0.3 | 1.1 | 6 | 0 | 1 | 1 | -2
COc1ccc(C/C(N)=N/O)cc1 | 4.4 | -3.6 | -2.2 | 0.4 | 7 | -6 | -7 | -1 | -5
CC(C)(C)c1ccc(CC(=O)N2CCC2(C)C(=O)Nc2cccc3c2CCCC3)cc1 (stereo not drawn) | -0.4 | -3.6 | . | -0.1 | 5 | -3 | -3 | -1 | -3
CCN(Cc1ccncc1)C(=O)CCc1nnc(CCc2ccccc2OC)o1 | . | 0.7 | -4.4 | 0.1 | -6 | -2 | 1 | 4 | -5
COCCCNC(=S)Nc1cc2oc3ccccc3c2cc1OC | 4.6 | -1.4 | 4.5 | . | 5 | 5 | 4 | 9 | .
CCN(CC)CCN/N=C(\C)c1c(O)[nH]c(=O)[nH]c1=O | -0.9 | -4.0 | 2.1 | . | 1 | 4 | -1 | 3 | .
C=C(CC[C@@H](O)C(C)(C)O)[C@H]1CC[C@]2(C)[C@@H]1CCC1[C@@]3(C)CCC(=O)C(C)(C)C3CC[C@]12C (stereo partly drawn) | -0.3 | -1.9 | 6.5 | -0.2 | -1 | -6 | 0 | -8 | -7
O=C(NCc1ccccc1Br)C1CCCO1 (stereo not drawn) | 0.5 | -2.1 | -3.0 | 12 | 9 | 3 | 0 | 10 | 23
CN1CCN(CCCNC(=O)C2CCN(c3nnc(-n4cccc4)s3)CC2)CC1 | 0.7 | -2.7 | -2.5 | -0.3 | 3 | 6 | 2 | 4 | -8
CCC(=O)Nc1cccc(C(=O)N(Cc2ccccc2)Cc2ccccc2)c1 | 1.8 | -1.4 | -0.1 | -1.9 | 7 | -5 | 0 | -3 | 44*
COc1ccc(CCN(C)C(=O)c2ccc(OCC(=O)N3CCOCC3)c(OC)c2)cc1OC | -0.3 | -2.6 | -2.6 | 2.8 | 6 | 1 | 1 | 3 | 4
CCOC(=O)c1cnc2c(cnn2C)c1NCc1ccc(OC)cc1 | -2.0 | -1.5 | -1.6 | -0.6 | -3 | -3 | 0 | 1 | -7
COc1ccc(-c2nc(CS(=O)CC(=O)NCc3ccccn3)c(C)o2)cc1 (stereo not drawn) | -0.1 | 0.9 | -1.8 | -1.9 | . | . | 5 | 11 | -22
O=C(N/N=C/C(Cl)=C\c1ccccc1)c1ccco1 | 3.6 | -4.0 | 0.5 | 1.9 | 1 | 0 | -1 | 33* | 23
N#CCCS(=O)(=O)c1ccc(N)cc1 | . | -2.1 | 6.6 | -0.7 | -1 | 2 | 8 | 4 | -5
CCCCNc1c(-c2ccc(OC)c(SC(C)CC)c2)nc2ccc(Cl)cn12 (stereo not drawn) | -0.1 | -0.5 | 6.3 | -0.9 | 20 | 4 | 7 | 7 | -13
CCOc1cc(/C=C(\C#N)C(N)=O)ccc1OCc1c(C)no[n+]1[O-] | 20 | -2.8 | -0.1 | -0.1 | 2 | -6 | -1 | 18 | -1
O=C(CN1CCC(NC(=O)C2CCCCC2)CC1)Nc1ccccc1 | -1.3 | -1.1 | . | -0.7 | -2 | 0 | 1 | 5 | -13
CCOC(=O)N1CCC(NC(=O)CCC(=O)N2CC(C)Oc3ccc(C)cc32)CC1 (stereo not drawn) | 1.0 | -4.3 | 4.4 | 0.7 | 9 | -6 | -2 | 8 | 7
COc1ccc(NS(=O)(=O)c2cccc(C(=O)NNC(=O)CNC(=O)c3ccc(C)cc3)c2)cc1 | 1.6 | -2.9 | 3.0 | -1.0 | 5 | -2 | -4 | -2 | 6
CCN(CC)C(=O)c1csc(Nc2cccc3ccccc23)n1 | -1.6 | 0.3 | -0.3 | -1.0 | 3 | -9 | 4 | 3 | ?
COc1ccc(-n2ncc3c2CC(C)(C)CC3NC(=O)CCn2nc(C)cc2C)cc1 (stereo not drawn) | 1.8 | -1.1 | 3.7 | -0.3 | 22 | 6 | 3 | 11 | 7
COc1cc(C(=O)Nc2nc3ccccc3[nH]2)ccc1OC(F)F | . | -2.9 | 2.3 | -0.4 | 4 | 13 | -3 | 9 | 2
CC(=O)Nc1cccc(NC(=O)c2ccc3[nH]c(C)c(C)c3c2)c1 | 0.6 | . | 0.3 | 0.0 | 7 | -5 | -4 | -8 | 1
COc1ccccc1C(=O)NC(=O)COC(=O)Cn1[nH]c(=O)c2ccccc2c1=O | -1.5 | -2.8 | -0.2 | -2.8 | 19 | -2 | 2 | 0 | -12
O=C(NC1CCN(Cc2ccccc2)CC1)c1ccccc1Cl | -0.8 | 1.7 | 1.2 | . | -11 | -3 | 1 | -7 | .
C[C@@H](NC(=O)c1nc[nH]c1C(=O)N[C@@H](Cc1ccccc1)C(=O)OCc1ccccc1)c1ccccc1 | -4.2 | -2.2 | -1.4 | -0.3 | 24 | 7 | -2 | 7 | 6
Cc1ccc2c(nc3s/c(=C\c4ccc(-c5ccccc5C(=O)O)o4)c(=O)n32)c1C | . | 2.2 | -1.8 | -2.6 | 13 | -5 | 1 | -3 | 1
Cc1cccc(N2CCN(C(=O)C3CCC(CNS(=O)(=O)c4cccs4)CC3)CC2)c1C (stereo not drawn) | -0.1 | 2.0 | -1.0 | -0.4 | 5 | 5 | -4 | -5 | -3
CC(=O)N1c2ccc(S(=O)(=O)N3CCC(C(=O)Nc4ccc(F)cc4)CC3)cc2CC1C (stereo not drawn) | 31 | 0.2 | 2.5 | -1.7 | 11 | 12 | 0 | 10 | 0

Copied from the list.
GDH-TPI counter result of COc1ccc(-n2ncc3c2CC(C)(C)CC3NC(=O)CCn2nc(C)cc2C)cc1 (stereo not drawn) : 11
BoNT-A LC inh2 result of Cc1ccc2c(nc3s/c(=C\c4ccc(-c5ccccc5C(=O)O)o4)c(=O)n32)c1C : -2.6
PrPC TRFRET result of COc1cc(C(=O)Nc2nc3ccccc3[nH]2)ccc1OC(F)F : 13
PrPC TRFRET result of CC(=O)N1c2ccc(S(=O)(=O)N3CCC(C(=O)Nc4ccc(F)cc4)CC3)cc2CC1C (stereo not drawn) : 12
GDH-TPI counter result of COc1ccc(NS(=O)(=O)c2cccc(C(=O)NNC(=O)CNC(=O)c3ccc(C)cc3)c2)cc1 : -2

Other entries.
SMILES | Mtb BioA inh | FadD28 binding | Mtb UGM inh | BoNT-A LC inh2 | CCHFV vOTU inh | PrPC TRFRET | Mtb FBA inh | GDH-TPI counter | BoNT-F LC inh
CC(C)c1cc(N2CCN(C(=O)c3ccco3)CC2)n2c(nc3ccccc32)c1C#N | 2.4 | -2.5 | -3.0 | -0.6 | -19 | 1 | 18 | 10 | -2
CCN1C(=O)/C(=C\C=C2/C=CC=CN2CC)SC1=S | . | -0.1 | -1.2 | 0.9 | 23 | -6 | -1 | 3 | -3
O=C(c1cc(=O)[nH]c2ccccc12)N1CCN(c2ccccc2)CC1 | -1.0 | -3.5 | -2.3 | -0.9 | 15 | 6 | -3 | 9 | 2
CCn1c(SCC(=O)Nc2nc(-c3ccc(C)cc3)cs2)nnc1-c1ccccc1 | -3.7 | -0.1 | -2.3 | -1.9 | 10 | 5 | 0 | 6 | -20
CN(C)CCNC(=O)c1ccc2nc([C@@H]3O[C@H](CO)[C@H](O)[C@H](O)[C@H]3O)[nH]c2c1 | 0.9 | -4.1 | . | -0.3 | -2 | -8 | -3 | -6 | 3
COc1ccccc1NC(=O)COc1ccc(C(=O)NCC2CCCO2)cc1OC (stereo not drawn) | 8.3 | -0.9 | 2.5 | 0.7 | -10 | -6 | -2 | -2 | 3
COc1ccccc1NC(=O)c1c(C)cc(=O)oc1C | -1.9 | -1.2 | 1.6 | 1.0 | 5 | -1 | 2 | 14 | 4
COc1ccc(C(=O)NCCCc2nc3ccccc3n2Cc2cc(C)ccc2C)cc1OC | 3.0 | 1.1 | -1.1 | 0.1 | 14 | 0 | 2 | -11 | -3
C/C=C/C(=O)N1CC2(CC(c3cccc(NC(=O)/C(C)=C/C)c3)=NO2)C[C@H]1C(N)=O (stereo partly drawn) | -0.4 | -1.3 | -1.1 | 0.1 | -3 | -5 | 6 | 10 | -6
CC(NCC(=O)Nc1ccccc1C(=O)NC1CC1)c1cccc(Cl)c1 (stereo not drawn) | . | -2.0 | . | -3.2 | 1 | 9 | 0 | 6 | -16
